Screens (PubChem)
CatB mixtures – cathepsin B inhibitors from pooled compounds, primary screen, biochemical, compound mixtures, AMC fluorescence | P07858 | Purified cathepsin B, AMC dipeptide fluorescence | inhibition, %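 (ten-compound pools at 5 µM per compound and 50 µM total)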 | 62,000 compounds, 0.06% hits; in the data active means inhibition above about 22%, passing the limit was not always enough;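 further: 0% = enzyme without compound and 100% = no enzyme blank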
E coli RNAP – E. coli RNAP inhibitors, biochemical. DNA-directed RNA polymerase subunit beta (Escherichia coli (strain K12)), P0A8V2. E. coli RNA polymerase, fluorescence transcription assay. inhibition, %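 (tested at 10 µM)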. 62,000 compounds, 0.2% hits; in the data active means inhibition above about 20%;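 further: 0% = enzyme without compound and 100% = no enzyme blank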
MKP-1 inh – MKP-1 phosphatase inhibitors, primary screen, biochemical, in vitro. Dual specificity protein phosphatase 1 (Homo sapiens), P28562. recombinant MKP-1, OMFP hydrolysis fluorescence. inhibition, %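 (compounds tested at a single concentration somewhere between 10 and 100 µM)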. 65,000 compounds, 0.15% hits;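 active means inhibition above about 50%, limit read from the data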;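 further: 0% = DMSO max control wells and 100% = wells with enzyme stopped by NaOH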
Target sequence (P28562 whole entry, looked up): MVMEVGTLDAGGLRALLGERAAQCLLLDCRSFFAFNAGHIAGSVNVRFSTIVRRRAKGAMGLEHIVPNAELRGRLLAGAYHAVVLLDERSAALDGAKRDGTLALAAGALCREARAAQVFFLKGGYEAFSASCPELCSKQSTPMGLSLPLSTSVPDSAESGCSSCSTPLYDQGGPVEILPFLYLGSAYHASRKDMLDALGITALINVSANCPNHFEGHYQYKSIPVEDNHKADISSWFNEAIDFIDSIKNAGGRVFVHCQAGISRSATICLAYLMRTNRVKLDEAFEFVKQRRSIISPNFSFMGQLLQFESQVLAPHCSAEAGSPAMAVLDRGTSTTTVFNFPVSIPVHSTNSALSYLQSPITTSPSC
Hsp90 inh – tumor Hsp90 inhibitors, primary screen, cell lysate, fluorescence polarization, NCI-N417 lysate; Heat shock protein HSP 90-alpha (Homo sapiens), P07900; Cy3B-geldanamycin FP displacement; inhibition, % at 30 µM; 64,000 compounds, 0.35% hits; AID 429, 2006;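 active means inhibition above 50%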;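 further: 0% = tracer plus lysate wells and 100% = tracer alone without lysate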
tolC growth inh – growth inhibitors of E. coli tolC mutant, primary screen, strain BW25113 ΔtolC::kan, 384-well; OD615; growth inhibition, % at 10 µM (by protocol); 65,000 compounds, 2.2% hits;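 active means growth inhibition at or above a cutoff equal to the mean over every tested compound plus 3 SD, cut at about 60% in these data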;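 further: growth measured after 20 h incubation at 37 °C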
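Material: E. coli BW25113 ΔtolC::kan, tolC deletion mutant strain. Measure: percent growth inhibition. Schedule: 37 °C, 20 h exposure. Doses: single-point testing at 10 µM. Signal: A615 absorbance measurement. Buffer or medium: kanamycin-containing LB broth (50 µg/mL).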
D1 mod – D1 CRE-luciferase signal change, two-sided – cell-based, HEK293 D1, dopamine EC30, D1 allosteric modulator project, primary screen; 58,000 compounds, 5.9% hits; B-score at 10 µM; D(1A) dopamine receptor (Homo sapiens), P21728; dopamine EC30 potentiation; actives deviate in either direction;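 active means luminescence count or its row- and column-corrected plate score outside the 99.7% band of the plate's sample wells, on either side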
Target sequence (P21728 whole entry, looked up): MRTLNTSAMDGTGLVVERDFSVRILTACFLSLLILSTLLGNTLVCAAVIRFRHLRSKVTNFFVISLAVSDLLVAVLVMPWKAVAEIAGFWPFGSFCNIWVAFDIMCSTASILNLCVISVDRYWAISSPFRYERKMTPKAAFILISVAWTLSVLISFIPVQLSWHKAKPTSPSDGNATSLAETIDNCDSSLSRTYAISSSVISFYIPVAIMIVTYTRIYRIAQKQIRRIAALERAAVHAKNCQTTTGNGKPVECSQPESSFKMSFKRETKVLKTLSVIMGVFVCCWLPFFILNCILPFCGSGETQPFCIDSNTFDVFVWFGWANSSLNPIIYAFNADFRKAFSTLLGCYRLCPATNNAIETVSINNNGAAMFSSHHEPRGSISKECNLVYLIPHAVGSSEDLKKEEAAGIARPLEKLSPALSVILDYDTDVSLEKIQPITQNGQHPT
Cdc25B inh – inhibitors of Cdc25B phosphatase catalytic domain, primary screen, biochemical, OMFP fluorescence | M-phase inducer phosphatase 2 (Homo sapiens), P30305 | recombinant Cdc25B, OMFP fluorescence Ex485/Em525 | inhibition, %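 (compounds tested at 10 µM final in the well)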 | 65,000 compounds, 0.1% hits | AID 368, 2006; in the data active means inhibition above about 50%
AP ELISA ortho – alternative complement pathway inhibitors, primary screen, biochemical, ELISA, human serum, orthogonally pooled compounds | 62,000 compounds, 0.08% hits | inhibition, % at 5 µM | AID 1235, 2008 | LPS-coated ELISA, C3 deposition; tested in compound mixtures;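 active means inhibition above 30% in each of the two pooled mixtures holding the compound, so the lower value exceeds 30%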;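 further: 0% = serum in Mg-EGTA without compound and 100% = EDTA serum blank; some compounds past the cut are filed as inactive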
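Assay system: human serum alternative complement pathway, C3 deposition on LPS-coated wells; Dosing: 5 µM per compound in ten-compound mixtures; Detection: Anti-C3 ELISA, OD 450 nm; Buffer or medium: Mg2+-EGTA GVB++ buffer containing human serum at 1:15 dilution; Timing: 1 h at 37 °C; Replication: two different pools per compound.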
CatB inh – human cathepsin B inhibitors, primary screen, biochemical, fluorogenic substrate; purified cathepsin B, fluorescence; P07858; 63,000 compounds, 0.1% hits; inhibition, %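 (tested at 10 µM)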; in the data active means inhibition above about 21%;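 further: 0% = enzyme with no compound and 100% = no enzyme blank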
* hit, by the source's call; . = not tested or not shown.

SMILES	CatB mixtures	E coli RNAP	MKP-1 inh	Hsp90 inh	tolC growth inh	D1 mod	Cdc25B inh	AP ELISA ortho	CatB inh
CC(C)(C)NC(=O)CN(C(=O)CS(=O)CC(=O)Nc1ccc(F)cc1)c1ccc(F)c(Cl)c1 (stereo not drawn)	2	5	-9	-3	7	-0.023	-4	-7	-1
Cc1ccc(C)c(NC(=O)c2nnn(Cc3ccccc3C)c2N)c1	-1	-2	30	-5	28	0.26	-3	10	1
Cc1cccc(NC(=O)c2ccccc2OCC(=O)N2CCOCC2)c1C	1	1	6	-2	-3	0.43	-15	5	2
CC(C)c1cc(N2CCN(C(=O)c3ccco3)CC2)n2c(nc3ccccc32)c1C#N	3	-3	13	-2	-1	6*	3	16	-10
CC(C)(C)C(=O)c1no[n+]([O-])c1/C(=N/O)C(C)(C)C	6	14	-15	1	45	0.81	-3	0	0
Cc1ccc(C(=O)Nc2ccncc2)o1	-1	3	-4	-6	-11	-0.48	-2	-5	4
O=C(Nc1ccccc1C(F)(F)F)N1CCN(c2ccc3nncn3n2)CC1	5	1	5	2	-12	.	-4	16	-1
O=C(NC1CC1)C1CCCN(C(=O)Nc2ccc(F)cc2)C1 (stereo not drawn)	5	8	2	-1	-18	-0.17	-4	4	2
O=C(NCCc1ccc(Cl)cc1)C1CCC(=O)N1C1CCCC1 (stereo not drawn)	2	1	-6	-2	-2	-0.63	-8	7	0
Cc1nnc(Sc2nc3c(c(=O)n(C)c(=O)n3C)n2Cc2ccccc2Cl)s1	.	.	2	-5	3	1.3	19	.	.
NS(=O)(=O)c1ccc(CCNC(=O)C2CCCN(S(=O)(=O)c3cccnc3)C2)cc1 (stereo not drawn)	2	-4	0	-3	-12	-0.21	-5	14	5
CCCNC(=O)c1cc(-c2ccc(OC)cc2)on1	-1	-3	21	2	2	-1.8	-3	6	-5
O=C1c2ccccc2C(=O)N1CCCc1nc2ccccc2c(=O)n1Cc1ccco1	-2	7	11	-4	9	0.0057	-1	4	-1
CCn1c(SCC(=O)NCc2ccccc2)nnc1-c1ccccc1O	0	10	2	-2	24	-0.96	-6	3	5
O=C(CCNC(=O)Cn1ccc2ccccc2c1=O)NCCN1CCN(c2cccc(Cl)c2)CC1	-6	-3	10	-3	-6	-2.9	18	0	2
CCC12CCCN3CCC4(C(=C(C(=O)OC)C1)Nc1ccccc14)C32 (stereo not drawn)	7	8	-2	-2	8	-0.098	-5	9	0
Cn1cnc2cc(NC(=O)c3ccc(Cl)cc3)ccc21	-3	0	0	-2	-4	-2.7	3	12	4
CCc1ccccc1NC(=O)C(CC)Sc1nc2cc3c(cc2c(=O)n1Cc1ccco1)OCO3 (stereo not drawn)	7	12	8	-1	-1	1.1	-13	2	2
O=C(Cn1nc(-c2ccccc2)c2ccccc2c1=O)NCCN1CCOCC1	0	4	-7	-2	-16	0.09	5	0	6
CC(C)(C)NC(=O)c1ccc(COc2ccccc2Br)o1	4	-1	22	-3	16	0.22	-10	14	0

An excerpt from above, reduced to Cdc25B inh, AP ELISA ortho and E coli RNAP.
mol | Cdc25B inh | AP ELISA ortho | E coli RNAP
CCC12CCCN3CCC4(C(=C(C(=O)OC)C1)Nc1ccccc14)C32 (stereo not drawn) | -5 | 9 | 8
Cn1cnc2cc(NC(=O)c3ccc(Cl)cc3)ccc21 | 3 | 12 | 0
CCc1ccccc1NC(=O)C(CC)Sc1nc2cc3c(cc2c(=O)n1Cc1ccco1)OCO3 (stereo not drawn) | -13 | 2 | 12
O=C(Cn1nc(-c2ccccc2)c2ccccc2c1=O)NCCN1CCOCC1 | 5 | 0 | 4
CC(C)(C)NC(=O)c1ccc(COc2ccccc2Br)o1 | -10 | 14 | -1

The list continues:
SMILES	CatB mixtures	E coli RNAP	MKP-1 inh	Hsp90 inh	tolC growth inh	D1 mod	Cdc25B inh	AP ELISA ortho	CatB inh
O=S(=O)(c1cccc2nsnc12)N1CCN(c2ncccn2)CC1	7	6	-4	-4	-10	.	22	14	2
O=C(Cc1cn2ccsc2n1)Nc1ccccc1Oc1ccccc1	3	4	1	0	-3	0.24	-10	4	-1
O=C(CCc1nc(-c2ccccc2F)no1)NCCN1CCN(Cc2ccccc2)CC1	0	-3	8	-2	-13	-0.47	-18	12	0
CCNC(=O)c1c(N)sc2c1CCCCC2	0	8	17	-12	6	-0.79	-15	10	3
COC(=O)c1sc(=S)n(-c2cccc(Cl)c2)c1N	-2	2	-4	0	-12	0.78	-16	7	-4
COC(=O)C(NC(C)=O)(Nc1ccccn1)C(F)(F)F (stereo not drawn)	-1	7	8	-5	8	-0.71	-31	10	-4
CCOC(=O)CCc1c(C)c2ccc(O)cc2oc1=O	-1	-82	21	0	2	0.37	-14	11	-4
CCCCc1cc(=O)oc2c(CN3CCCC3)c(O)ccc12	.	-182	-31	3	3	.	-8	.	-24
CCOC(=O)Cn1c(=O)c2c(nc3n2CCN3c2ccc(C)cc2)n(C)c1=O	3	10	14	-4	-13	.	-3	-17	4
COC(=O)c1ccc(Oc2nc3ccccc3n3c(C)nnc23)cc1	.	0	-14	-4	8	0.49	-8	.	1
CC(C)[C@H](NC(=O)OC(C)(C)C)c1nnc(S(=O)(=O)Cc2c(F)cccc2Cl)o1	19	6	-1	0	35	-0.63	1	6	11
O=C(Cn1ccccc1=O)c1cccs1	4	3	17	0	-12	0.28	-3	7	-1
CC(=O)c1c[nH]c2ccc(C)cc2c1=O	3	6	8	-5	-8	-0.1	-9	9	1
CCC(C)(C)n1nnnc1C(C(C)C)N1CCC(C(N)=O)CC1 (stereo not drawn)	2	4	-16	1	-20	-0.25	2	17	-1
O=c1c(Cc2ccccc2)c(O)nc2n1CCS2	-1	.	-2	-5	-10	.	3	0	2
COc1cccc(Cn2nnc(C(=O)Nc3cc(Cl)ccc3OC)c2N)c1	4	1	3	-3	11	1.4	2	26	0
Cc1cc(=O)oc(C)c1C(=O)NCC1COc2ccccc2O1 (stereo not drawn)	4	1	4	-7	0	-1.2	1	12	-5
Cc1ccc(C(=O)n2cnnc2N)cc1C	1	.	8	3	2	-0.62	4	-4	7
CCOC(=O)c1[nH]c(C)c(C(=O)NCCN2CCOCC2)c1C	2	10	2	-5	-1	0.54	-1	18	4
CC1=C(C(=O)OCCOC(C)C)C(c2cccnc2)C2=C(CCCC2=O)N1 (stereo not drawn)	-2	8	-9	-2	-5	-0.22	-6	-1	-5
Cc1ccc(CNC(=O)CCc2nc3ccccc3c(=O)[nH]2)cc1	2	.	20	0	-11	-0.0087	3	10	4
COc1cc(S(=O)(=O)NCC2COCCO2)ccc1-n1cnnn1 (stereo not drawn)	-2	3	-19	-2	-10	0.18	-6	-6	1
COc1ccc(N2CC(O)=C(c3nc(C)cs3)C2=N)cc1	4	6	4	.	-5	.	-6	8	-10
CC1CCN(C(=O)C2CCN(CCCc3ccccc3)CC2)CC1	-5	6	-4	-3	10	-0.063	-4	1	-3
CC(C)(C)SCCNC(=O)CN(c1ccc(F)cc1)S(C)(=O)=O	0	2	0	1	-5	0.59	3	0	5
Cc1nn2cc(-c3ccc(Cl)cc3)nc2s1	-5	1	10	1	-8	.	-6	12	-1
C=CCn1c(-c2cccs2)nc2nc3ccccc3nc21	2	5	4	-5	8	0.85	-14	-7	5
CCOC(=O)c1sc(-c2ccccc2)cc1N	2	8	-9	0	14	6.1*	-10	3	.
Cc1ccc(CS(=O)(=O)CCC(=O)NCCN2CCCCC2C)cc1 (stereo not drawn)	3	0	-2	-1	-15	-0.37	21	21	3
CC(=O)N(c1ccc(C(C)C)cc1)C1C=CS(=O)(=O)C1 (stereo not drawn)	3	10	-11	-1	-8	-0.53	-14	8	0
O=C(NCCCN1CCOCC1)c1c(O)c2cc(Br)cc(Br)c2[nH]c1=O	-2	-9	12	0	15	0.058	-9	-9	5
CCOC(=O)C1CCN(C(=O)Nc2ccc3nc(C)c(C)nc3c2)CC1	5	-2	8	0	-9	1.4	-9	7	-1
CCOc1ccc(/C(O)=C2/C(=O)C(=O)N(CCOCCO)C2c2cccnc2)cc1 (stereo not drawn)	5	7	-7	-1	-21	-0.26	9	17	2
O=c1c2c3c(sc2n2cnnc2n1-c1ccccc1)N(Cc1ccccc1)CCC3	-9	1	4	-6	0	-5.1*	11	20	2
N#Cc1c(N)c(C#N)c(-c2ccc(O)cc2)c2c1CCCC2	1	3	13	0	26	-1	6	-16	-2
Cc1noc(C)c1CSc1nnc(-c2c[nH]c3ccccc23)n1-c1ccc(Cl)cc1	-4	6	9	-2	-3	.	-4	1	3
COC(=O)c1ccccc1NC(=O)Cn1nc(C(F)(F)F)c2c1CCC2	0	-3	-7	-1	35	0.4	-5	-18	3
COc1ccc(-n2c(Cc3cccn3C)nnc2SCC(=O)Nc2ccc3c(c2)OCO3)cc1	2	1	11	1	18	0.73	-10	13	0
COCCN(CCOC)S(=O)(=O)c1ccc(OC)cc1	-2	2	15	-4	-21	0.48	-17	-8	4
CC(OC(=O)c1ccco1)C(=O)NCc1cccs1 (stereo not drawn)	-4	7	0	-10	-14	.	5	22	0
CCOC(=O)C1=C(C)Nc2nc(C)nn2C1c1ccc(C)cc1 (stereo not drawn)	2	1	6	-4	3	-0.0079	4	22	-7
OC[C@H]1O[C@@H](n2cnc3c(Nc4ccccc4)ncnc32)[C@H](O)[C@@H]1O	2	12	-6	2	-3	6.6*	-23	3	.
CC(OC(=O)c1cc2sccc2n1C)C(=O)NCc1ccco1 (stereo not drawn)	3	4	-8	-1	6	-1.2	-6	14	0
CC(=O)Nc1nonc1-c1nc2ccccc2n1CC1CC1	2	6	-1	1	6	0.64	-9	-4	6
COc1ccc(OC)c(NC(=O)Cn2c(CCC(=O)O)ccc2-c2cccs2)c1	-2	3	13	-11	20	0.054	7	-4	6
Cc1cc(C)n2cc(CSc3ncccc3C(=O)O)nc2n1	-3	-4	5	-2	-7	-0.51	27	10	-3
COC(=O)C(C(=O)Nc1cc(C)on1)C1CCCCCC1 (stereo not drawn)	7	2	5	-1	-1	.	1	-13	9
CCOC(=O)C1(c2ccccc2)NC(c2ccc(N(C)C)cc2)C2C(=O)N(C)C(=O)C21 (stereo not drawn)	6	7	5	-1	-4	-0.88	19	0	2
O=C(NCc1ccco1)c1cnn2c(C(F)F)cc(-c3ccccc3)nc12	4	3	-4	0	-2	5.2*	-2	12	5
CCOC(=O)N1CCC(NC(=O)CS(=O)Cc2nc(-c3ccc(OC)c(OC)c3)oc2C)CC1 (stereo not drawn)	0	3	-5	0	-5	0.66	-12	11	1
CCCCCC(=O)Nc1ccc(N2CCN(C(=O)c3ccccc3)CC2)cc1	-1	0	8	-8	10	0.0081	1	10	1
Cc1nc2ccc(S(=O)(=O)N(C)CC(=O)N3CCc4ccccc43)cc2s1	-1	1	17	-7	12	0.56	1	8	6
O=C(Cn1cnc2c(nnn2-c2cccc(Cl)c2)c1=O)N1CCOCC1	3	-4	12	-2	-5	-0.011	-11	9	-2
